Screens (PubChem)
mIAP block – inhibitors of mouse IAP, primary screen, biochemical, luminescence, uHTS; purified mouse IAP, CDP-Star luminescence, 30 min; inhibition, % at 10 µM; actives 0.2% (n = 330,000);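 active = inhibition of at least 40% at 10 µM in the primary screen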;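 also: plate controls were DMSO with enzyme for no effect and no enzyme wells for full effect; values of inactives mirror those of a sister screen read the other way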
hIAP act – human IAP activators, primary screen, biochemical, luminescence, uHTS; AID 2524, 2010; activation factor at 10 µM; actives 0.16% (n = 330,000); Intestinal-type alkaline phosphatase (Homo sapiens), P09923; purified human IAP, CDP-Star luminescence, 30 min; hits give high values; 1 = vehicle-only enzyme, 0 = enzyme-free background;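 active = activation factor of the enzyme at least 2-fold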; also: the source names both 10 and 20 µM as test concentration; values of inactives mirror those of a sister screen read the other way
Target sequence (P09923 whole entry, looked up): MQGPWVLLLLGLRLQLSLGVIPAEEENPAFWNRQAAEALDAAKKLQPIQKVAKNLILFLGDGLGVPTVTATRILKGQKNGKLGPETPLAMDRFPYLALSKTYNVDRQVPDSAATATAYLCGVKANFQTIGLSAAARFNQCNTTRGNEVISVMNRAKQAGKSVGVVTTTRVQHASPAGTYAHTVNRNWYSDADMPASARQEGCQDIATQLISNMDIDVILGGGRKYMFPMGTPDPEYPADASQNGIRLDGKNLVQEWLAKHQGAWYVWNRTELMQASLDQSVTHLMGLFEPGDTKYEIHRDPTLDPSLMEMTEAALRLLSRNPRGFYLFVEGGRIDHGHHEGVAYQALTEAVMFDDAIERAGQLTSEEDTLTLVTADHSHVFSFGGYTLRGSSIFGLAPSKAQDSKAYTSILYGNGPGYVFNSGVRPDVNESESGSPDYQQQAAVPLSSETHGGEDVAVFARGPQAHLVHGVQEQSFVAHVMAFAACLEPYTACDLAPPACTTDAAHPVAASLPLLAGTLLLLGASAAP
GRIN3A LBD mod – binders of NR3A ligand-binding domain, primary screen, biophysical, differential scanning fluorimetry, uHTS; Glutamate receptor ionotropic, NMDA 3A (GRIN3A) ligand-binding domain; NR3A LBD differential scanning fluorimetry, Tm shift; 0% = protein alone, 100% = glycine-bound protein; Tm shift relative to glycine control, % at 25 µM; actives 2.5% (n = 340,000); AID 1259313, 2017;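 active = melting temperature shift of at least 10% of the positive control shift, at one fixed dose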
APOBEC3G inh – APOBEC3G DNA deaminase inhibitors, primary screen, biochemical, fluorescence, single-stranded DNA substrate, uHTS; DNA dC->dU-editing enzyme APOBEC-3G (Homo sapiens), Q9HC16; recombinant A3G, ssDNA deamination FAM/TAMRA fluorescence; inhibition, % at 20 µM; actives 0.28% (n = 330,000); AID 493012, 2011;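 active = inhibition of at least 40% at 20 µM, with no more than 30% in the related APOBEC3A deaminase screen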;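 also: plate controls were DMSO wells with A3G for no effect and wells lacking A3G enzyme for full effect; some compounds called inactive have numbers as strong as hits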
hIAP block – human IAP inhibitors, primary screen, biochemical, luminescence, uHTS; Intestinal-type alkaline phosphatase (Homo sapiens), P09923; inhibition, % at 10 µM; actives 0.12% (n = 330,000); purified IAP, CDP-Star luminescence, 30 min;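 active = inhibition reaching a set limit with compound at 10 µM in the primary screen, cut at about 35% in these data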;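 also: plate controls were DMSO wells with enzyme for no effect and no-enzyme buffer wells for full effect; values of inactives mirror those of a sister screen read the other way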
MPTP block – mitochondrial permeability transition pore inhibitors, primary screen, biochemical, isolated mouse mitochondria, absorbance; Ca2+ swelling absorbance, 30 min; inhibition, % at 10 µM; actives 1.4% (n = 360,000);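 active = inhibition of 50% or more, scaled per plate between neutral and stimulator controls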;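 also: 0% = DMSO wells given calcium and 100% = 1 mM EGTA wells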
A3A deaminase – APOBEC3A ssDNA deaminase inhibitors, primary screen, selectivity assay for APOBEC3G inhibitor project, biochemical, FAM/TAMRA oligo cleavage fluorescence; DNA dC->dU-editing enzyme APOBEC-3A (Homo sapiens), P31941; inhibition, % at 20 µM; recombinant A3A, FAM/TAMRA ssDNA deamination fluorescence; actives 0.41% (n = 330,000);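 active = at least 40% inhibition at 20 µM here, with at most 30% in a related deaminase screen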;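 also: plate controls were A3A with DMSO for no effect and wells lacking A3A enzyme for full effect; some results filed as inactive read as strong as hits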
Target sequence (P31941 whole entry, looked up): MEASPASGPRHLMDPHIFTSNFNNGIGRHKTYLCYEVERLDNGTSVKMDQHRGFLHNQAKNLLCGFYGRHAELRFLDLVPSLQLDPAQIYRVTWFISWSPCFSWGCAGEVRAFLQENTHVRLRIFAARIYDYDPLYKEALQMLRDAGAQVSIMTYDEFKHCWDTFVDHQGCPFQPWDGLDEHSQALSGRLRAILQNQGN
mIAP activ – activators of mouse IAP, primary screen, biochemical, luminescence, uHTS; activation factor at 10 µM; actives 0.24% (n = 330,000); muIAP, CDP-Star luminescence, 30 min; hits give high values; 1 = vehicle-only enzyme signal, 0 = enzyme-free wells; intestinal alkaline phosphatase [Mus musculus]; AID 2805, 2010;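 active = activation factor of at least 2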; also: the source names both 10 and 20 µM as test concentration; values of inactives mirror those of a sister screen read the other way
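Assay system: mouse IAP enzyme; reagent: chemiluminescent substrate CDP-Star; dosing: test compounds delivered from DMSO solution; schedule: 30 min at room temperature; measured by: luminescence from enzymatic CDP-Star hydrolysis; controls: DMSO-only wells and no-enzyme negative control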
MIN6 prolif – inducers of MIN6 beta-cell proliferation, primary screen, ATP luminescence, uHTS | proliferation, % at 10 µM | actives 0.29% (n = 330,000) | MIN6 cells proliferation, ATPlite luminescence, 48 h; cells starved in 0.2% serum; 100% = growth in 10% serum | AID 2380, 2010;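 active = compounds whose signal lies at least 3.5 SD above the mean of all wells on their plate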;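 also: 0% = DMSO-treated cells in low-serum medium and 100% = 10% serum control; some compounds called inactive have numbers as strong as hits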
* marks the source's active call; other numbers are inactive results; nt = not tested or not shown. An unsorted share of the library; overall some 5% were active at least once.

cpd	structure	A3A deaminase	hIAP block	MPTP block	mIAP activ	MIN6 prolif	GRIN3A LBD mod	hIAP act	mIAP block	APOBEC3G inh
1	O=C(COc1ccc(-c2nnco2)cc1)NCc1ccccc1Cl	-1	15	0.5	0.98	0	-1	0.85	2	-3
2	Cc1ccc(CNC(=O)CN2C(=O)CSc3ccc(S(=O)(=O)N4CCC(C)CC4)cc32)cc1	-3	-16	-1.5	1.1	0	2	1.2	-13	-4
3	COc1cccc(CNC(=O)CCC2CCCN(C(=O)c3ccc(OC)c(F)c3)C2)c1 (stereo unspecified)	2	-5	2.6	0.98	-1	-2	1.1	2	-3
4	Cc1nc(S(=O)(=O)NC2CCCCC2)c(C#N)c(C)c1Cl	-2	21	-0.6	0.99	-2	3	0.79	1	-2
5	O=C1CC(=C2c3ccccc3-c3ccccc32)C(=O)N1CCCCN1CCN(c2ccccc2)CC1	-2	11	-1.1	0.84	-2	-1	0.89	16	-4
6	O=C(NCCc1ccc(Cl)cc1)c1cc(-c2ccncc2)nc2ccccc12	-4	2	2.3	0.93	-3	-2	0.98	7	-6
7	CC(C)(C)c1nn2cnnc2n(/N=C/c2ccccc2)c1=O	-3	2	0.2	0.95	2	-2	0.98	5	-5
8	CCOC(=O)COc1ccccc1/C=N/O	-1	9	0.0	1	-2	-3	0.91	-4	-4
9	Cc1cc(C)n(-c2ccc(C(=O)OCC(=O)Nc3ccc(S(=O)(=O)N4CCCCC4)cc3)cc2)n1	0	-3	-0.8	1	-1	1	1	-2	-5
10	CN(Cc1cccnc1)Cc1c(C(=O)N2CCc3ccccc3C2)nc2ccc(Cl)cn12	-3	6	1.5	0.91	-2	-2	0.94	10	-6
11	O=[N+]([O-])c1ccc(Cl)cc1Sc1nc2ccccc2o1	0	26	1.3	0.85	-4	5	0.74	15	-6
12	Cc1cc(=O)oc(C)c1C(=O)NCc1ccccn1	-2	14	0.7	1	2	-1	0.86	0	-2
13	Cc1cc(C)c2cc(C#N)c(N3CCCN(S(=O)(=O)c4ccccc4)CC3)nc2c1	0	12	nt	1	-3	-1	0.88	-3	-6
14	COc1ccc(-c2coc3cc(O)ccc3c2=O)cc1O	-1	3	-0.3	0.82	-1	1	0.97	18	-8
15	Cc1nnc(SCC2=C(C(=O)O)N3C(=O)C(NC(=O)c4cc(F)c(F)cc4Cl)C3SC2)s1 (stereo unspecified)	15	5	-3.4	0.88	3	2	0.95	12	1
16	Cn1ccnc1SCC(=O)NC12CC3CC(CC(C3)C1)C2	-1	-14	0.2	1.1	1	-3	1.1	-8	2
17	CCOC(=O)c1csc(NC(=O)c2cc3ccccc3o2)n1	-1	-16	1.2	1	-4	0	1.2	-4	-4
18	O=C(c1cccnc1Nc1ccccc1F)N1CCOCC1	32	1	0.0	1	-3	0	0.99	-2	-4
19	COc1ccccc1CNC(=O)c1cc(-c2cccnc2)nc2ccccc12	-1	0	-1.3	0.91	-3	-2	1	9	-7
20	CCOC(=O)C1CCCN(C(=O)c2csc(-c3ccc4c(c3)CCO4)n2)C1 (stereo unspecified)	-1	-24	2.7	0.94	2	2	1.2	6	-6
21	OCC1(Cc2ccccc2)CCCN(Cc2ccn[nH]2)C1 (stereo unspecified)	-4	-1	5.0	1.1	-3	1	1	-11	0
22	Cc1ccc(OCCC(=O)OCC(=O)NC(=O)NC2CCCC2)cc1	5	-2	-0.7	0.94	0	2	1	6	-3
23	CCCCCCCC1(C)NC(=O)NC1=O (stereo unspecified)	2	10	1.0	0.97	1	1	0.9	3	-3
24	COc1ccc(NC(=O)C2CCCN2S(=O)(=O)c2cccc3cccnc23)c(OC)c1 (stereo unspecified)	1	4	0.0	1.1	-6	-1	0.96	-13	-4
25	CCOC(=O)C1Cc2ccccc2C(=O)O1 (stereo unspecified)	4	-26	-0.5	1.1	-1	-4	1.3	-9	1
26	Cc1cccc(C)c1-n1c(C)cc(/C=N/NC(=O)CSc2ncccn2)c1C	-2	-2	89*	1.1	0	-2	1	-10	-2
27	Cn1c(CC(=O)NNC(=O)c2ccc(F)cc2Cl)nc2ccccc21	0	-94	-2.3	0.95	6	-2	1.9	5	-4
28	CNC(=O)COC(=O)c1cc2c(s1)CCCC2	5	3	4.9	1	-3	0	0.97	-2	-5
29	CCOc1ccc(NC(=O)CN(C)C(=O)c2ccc(-c3ccc(C(C)=O)cc3)o2)cc1OCC	1	14	-1.6	1	2	2	0.86	-1	-5
30	CC1=Nc2ccc(C)cc2N(Cc2ccccc2)C(=O)C1	-3	18	0.3	1	-2	-1	0.82	-3	-3
31	CCN(CC)CCN=CC1=C(O)CNC1=O	0	4	-3.0	0.97	3	1	0.96	3	0
32	COC(=O)CN(c1ccc(F)cc1)S(=O)(=O)c1ccccc1	-2	-14	-2.7	1.1	-1	0	1.1	-6	-2
33	CC1(C)CC(=O)/C(=C(\O)CCCN2C(=O)c3ccccc3C2=O)C(=NCC(=O)O)C1	2	4	-0.8	1.1	0	-4	0.96	-7	1
34	Cc1ccc(S(=O)(=O)/N=C2/NC(=O)/C(=C\c3ccccc3)S2)cc1	4	-8	30	0.97	-6	-2	1.1	3	5
35	N#CCCn1nc(-c2ccccc2)cc1Nc1ccccc1NC(=O)c1cccs1	2	9	-1.1	0.96	-3	-6	0.91	4	2
36	CC(C)c1ccc(N=Cc2c(O)c3ccccc3oc2=O)cc1	0	-22	0.3	0.95	-2	1	1.2	5	-7
37	Cc1ccc(-c2noc(C3CCCN(C(=O)C4CCCCC4)C3)n2)o1 (stereo unspecified)	-1	17	-1.1	0.95	-2	1	0.83	5	-2
38	COc1cc(CNC(C)(C)CO)ccc1OCC(=O)Nc1ccc(Br)cc1	4	4	-0.2	1	-5	0	0.96	-2	5
39	CN(C)c1ccc(/C=C2\SC(N3CCCCC3)=NC2=O)cc1	-7	-10	-0.2	0.78	-4	-1	1.1	22	-9
40	Cc1ccc(C(=O)Nc2ccc(S(=O)(=O)N3CCOCC3)cc2)cc1Br	-3	0	12	1	-1	34*	0.99	-1	0
41	CCN(CC(=O)NCc1ccc(Cl)cc1)C(=O)c1cc(S(=O)(=O)N2CCOCC2)ccc1C	7	0	0.3	1.1	-3	0	1	-5	-1
42	CCOc1cc(/C=C(/C#N)c2nc3ccccc3[nH]2)ccc1Oc1ccc([N+](=O)[O-])cn1	0	18	83*	0.89	-3	7	0.81	11	-1
43	CC(C)CCC1(CCNC(C)c2cccs2)CCOC(C)(C)C1 (stereo unspecified)	-2	2	-1.1	1.1	0	-4	0.98	-8	-6
44	CC(CNC(=O)Cn1ccc(NC(=O)OCc2ccccc2)nc1=O)c1ccccc1 (stereo unspecified)	-1	-1	-0.6	0.98	-1	0	1	2	-2
45	O=C(NCc1ccc(Cl)cc1)c1ccc(COCC(F)(F)F)o1	-2	-3	-0.1	0.99	0	-2	1	1	-4
46	O=C1CC2(CCCC2)Oc2ccc(F)cc21	2	-15	-1.1	1.1	-1	0	1.1	-6	8
47	COc1cccc(C2/C(=C(/O)c3ccc(F)cc3)C(=O)C(=O)N2CCN(C)C)c1 (stereo unspecified)	-3	2	-1.6	1	-1	3	0.98	-2	-2
48	COc1cccc(-c2nn3c(-c4cc(C)[nH]n4)nnc3s2)c1	-1	-14	0.9	0.97	-1	-2	1.1	3	-4
49	COC(=O)Cn1c2ccccc2c2nc(=O)cc(C)n21	-2	5	-2.6	0.88	-1	1	0.95	12	-1
50	COc1cc(/C=C2/C(=N)N3C(=NC2=O)SN=C3S(=O)(=O)C(C)C)ccc1OS(=O)(=O)c1ccccc1	-1	10	nt	0.79	0	nt	0.9	21	-3
51	O=C(NCCc1ccc(Cl)cc1)c1ccc2nccnc2c1	-3	5	0.4	0.81	5	-16	0.95	19	-5
52	COc1ccc(C2c3c(noc3C)CC(C)(O)C2C(C)=O)cc1 (stereo unspecified)	-1	-16	1.3	0.98	2	-1	1.2	2	-4
53	c1nc(N2CCOCC2)c2c3c(sc2n1)CCCC3	-6	-92	7.7	0.99	3	-1	1.9	1	-3
54	C[C@H](CO)N1C[C@H](C)[C@H](CN(C)C(=O)Nc2ccc(F)cc2)Oc2ccc(NC(=O)NC3CCCCC3)cc2CC1=O	-3	10	-2.2	1.2	0	-10	0.9	-25	-10
55	COc1cc(/C=C(\C#N)C(=O)NCC2CCCO2)ccc1O (stereo unspecified)	-3	-31	1.0	0.88	-1	0	1.3	12	-1
56	Cc1cccc(C(=O)NCC(=O)NCC(c2ccco2)N2CCCCC2)c1 (stereo unspecified)	-3	-10	0.0	0.97	0	2	1.1	3	-9
57	Cc1ccc(NC(=S)N(CCCN2CCOCC2)Cc2ccco2)cc1C	-3	-10	-0.3	1.1	-1	0	1.1	-10	-6
58	COc1ccc([N+](=O)[O-])cc1NC(=O)COC(=O)C1CC1	-1	3	-1.6	0.96	1	0	0.97	4	-5
59	COCc1cc(C)n(CC(=O)Nc2ccc(N3CCOCC3)c(Cl)c2)c(=O)c1C#N	-1	12	-0.1	0.99	1	2	0.88	1	-15
60	C=CCn1c(=O)c2ccccc2n2c(SCC(N)=O)nnc12	-2	-16	-0.9	1	-2	1	1.2	-2	-4

Continued.
cpd	structure	A3A deaminase	hIAP block	MPTP block	mIAP activ	MIN6 prolif	GRIN3A LBD mod	hIAP act	mIAP block	APOBEC3G inh
61	COc1ccc(-c2nnc(SCC(=O)N3c4ccccc4Sc4ccccc43)o2)cc1	4	12	1.2	0.98	-1	1	0.88	2	2
62	CC(=O)Nc1cccc(NC(=O)C(=O)NCC(c2ccco2)N2CCc3ccccc3C2)c1 (stereo unspecified)	-2	20	3.4	0.89	-2	2	0.8	11	-9
63	CC(=O)c1cccc(OCC(=O)NC2CCCCCC2)c1	1	14	-1.5	0.95	1	1	0.86	5	-10
64	Cc1ccc(C)c(C(=O)NCc2ccncc2)c1	-5	19	0.0	0.96	0	-1	0.81	4	-5
65	Cc1ncc(CN2CCN(Cc3ccccc3)C(CCO)C2)s1 (stereo unspecified)	3	-5	0.7	0.91	0	-2	1.1	9	-1
66	CC(C)(C)N1CC(c2nc3ccccc3n2Cc2ccccc2)CC1=O (stereo unspecified)	-2	5	0.3	0.98	0	0	0.95	2	-5
67	COc1ccc(-c2cc(C(=O)Nc3cccnc3)c3ccccc3n2)cc1OC	-4	-9	-0.2	1	-4	-2	1.1	-4	-11
68	COCCNC(=O)CC(NS(=O)(=O)c1ccc(NC(C)=O)cc1)C(C)C (stereo unspecified)	-3	-10	0.6	0.95	-2	-2	1.1	5	-2
